Screening results (PubChem)
LmPK inhibitor: qHTS Assay for Inhibitors of Leishmania Mexicana Pyruvate Kinase (LmPK). Q27686. purified LmPK, Kinase-Glo ATP luminescence, 1 h. Potency, µM (doses to about 57.5 µM), for the others: at the highest dose activity change, negative = inhibition, usual class: inhibitors. 290,000 tested, 0.37% active. AID 1721, 2009; note: potency is the fitted concentration of half-maximal effect; % is set by controls: 0 for no effect and ±100 for the full control effect
Target sequence (Q27686 whole entry, looked up): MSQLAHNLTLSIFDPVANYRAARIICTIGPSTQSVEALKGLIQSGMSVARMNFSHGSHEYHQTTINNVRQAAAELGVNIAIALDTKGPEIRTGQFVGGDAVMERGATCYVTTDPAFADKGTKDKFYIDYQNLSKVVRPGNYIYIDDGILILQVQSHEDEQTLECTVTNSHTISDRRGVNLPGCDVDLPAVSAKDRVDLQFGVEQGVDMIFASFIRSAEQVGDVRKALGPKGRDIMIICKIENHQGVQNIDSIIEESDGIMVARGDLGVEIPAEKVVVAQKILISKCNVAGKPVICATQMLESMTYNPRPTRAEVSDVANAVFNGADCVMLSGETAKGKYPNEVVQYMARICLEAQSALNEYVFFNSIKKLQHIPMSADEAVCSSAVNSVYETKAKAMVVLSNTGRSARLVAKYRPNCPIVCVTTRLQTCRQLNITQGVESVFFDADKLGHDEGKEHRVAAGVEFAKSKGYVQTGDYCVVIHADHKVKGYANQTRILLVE
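Screened at intermediate enzyme activity to detect both inhibitors and activators: LmPK at 0.1 nM, with a 0.5 nM enzyme column as activation reference. PEP 0.5 mM, ADP 0.1 mM; ATP detected by luminescence after 1 h.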
Shiga toxin inh: A qHTS for Small Molecule Inhibitors of Shiga Toxin; inhibition, % at 38.7 µM; 290,000 tested, 9.2% active; Vero cells, Shiga toxin protein synthesis inhibition reporter; in the data active = inhibition mostly above about 28%, no sharp cut-off; inactive = mostly below about 43%; note: 0% is about no effect
Tb PYK inh: qHTS of Trypanosoma Brucei Inhibitors | Potency, µM (highest dose often 76.8 µM), for inactives: top-dose activity, negative = inhibition, usual class: inhibitors | 410,000 tested, 0.12% active | pyruvate kinase (Trypanosoma brucei), Q57TT1 | TbPYK enzyme, Kinase-Glo Plus ATP luminescence, 45 min; note: potency is the fitted concentration of half-maximal effect; % is set by controls: 0 for no effect and ±100 for the full control effect; nearly all actives have a fitted effect of over 50% in size
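Assay buffer: 50 mM TEA pH 7.2, 100 mM KCl, 10 mM MgCl2, 0.05% BSA, 0.01% Tween-20. Pyruvate kinase from T. brucei plus substrate met compound, then ADP (130 uM final). Luminescence was read post 45 min RT.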
Pf growth 96h: Primary qHTS for delayed death inhibitors of the malarial parasite plastid, 96 hour incubation; 320,000 tested, 6.9% active; P. falciparum luciferase reporter growth, 96 h; Potency, µM (highest dose often 28.7 µM), without a hit: at the highest dose activity change, negative = inhibition, most hits filed as inhibitors; note: potency is the fitted concentration of half-maximal effect; % is set by controls: 0 for no effect and ±100 for the full control effect
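Compounds incubated with erythrocytes infected by luciferase-expressing P. falciparum (2% hematocrit, 0.05% parasitemia final) for 96 hours, 37 C in 5% CO2. Growth inhibition scored as decreased luciferase luminescence.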
Pf growth 48h: Primary qHTS for delayed death inhibitors of the malarial parasite plastid, 48 hour incubation | P. falciparum luciferase growth in erythrocytes, 48 h | Potency, µM (titrated, usually from 28.7 µM), without a hit: at the top dose activity change, negative = inhibition, usual class: inhibitors | 310,000 tested, 5.9% active; note: potency is the fitted concentration of half-maximal effect; % is set by controls: 0 for no effect and ±100 for the full control effect
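Erythrocytes infected with P. falciparum carrying an integrated firefly luciferase reporter (2% hematocrit, 0.1% parasitemia final) were exposed to compounds in RPMI 1640 with 0.5% Albumax at 37 C, 5% CO2. Growth inhibition was scored as reduced luminescence.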
AMA1 RON2 block: qHTS for Inhibitors of AMA1-RON; Towards Development of Antimalarial Drug Lead: Primary Screen; AlphaScreen AMA1-biotinylated RON2 peptide binding; Potency, µM (doses to about 58.2 µM), for inactives: top-dose activity change, negative = inhibition, most hits filed as inhibitors; 360,000 tested, 0.2% active; AID 720542, 2013;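 note: potency is the fitted concentration of half-maximal effect; 0% = vehicle wells and -100% = peptide control; nearly all actives have a fitted effect of over 45% in size; some results filed as inactive show a strong effect at the top dose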
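AMA1 (3D7) with his tag at 25 nM final met compounds first, then biotinylated RON2 peptide at 25 nM; detection used donor plus acceptor beads, 10 µg/mL apiece, read by AlphaScreen after 30 min at room temperature.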
Cycloheximide cs: Cycloheximide Counterscreen for Small Molecule Inhibitors of Shiga Toxin | cell reporter, cycloheximide protein synthesis inhibition counterscreen | max response, % | 300,000 tested, 12% active | AID 2314, 2010; in the data active = max response mostly above about 13%, no sharp cut-off; inactive = mostly below about 14%; note: read at 38.3 µM for the half of the compounds with a filed dose; 0% is about no effect
The depositor's hits bear a star; ? = inconclusive; nt = no result given; & = joins results of further samples; [ ] = remark or other dose. Unless noted, calls come from the whole dose curve; as a rule, active = well fitted curve in the direction sought with a large enough effect; inconclusive = small, poorly fitted or top-dose-only effect, or another doubt; inactive = no such curve, though single readings can be large; an effect the other way counts as inactive or inconclusive.

SMILES	LmPK inhibitor	Shiga toxin inh	Tb PYK inh	Pf growth 96h	Pf growth 48h	AMA1 RON2 block	Cycloheximide cs
COc1cccc(NC(=O)Cn2c(=O)n(-c3ccccc3)c(=O)c3oc4ccccc4c32)c1	2%	-8	4%	-57%	-3%	0%	8
CCCCN(C(=O)c1oc2ccc(OCC)cc2c1C)c1c(N)n(CC(C)C)c(=O)[nH]c1=O	nt	nt	-6%	?	?	17%	nt
O=C(N1CCN=C1SCc1cccnc1)C12CC3CC(CC(C3)C1)C2	3%	26	-1%	-29%	15µM*	12%	-1
CCCOc1ccc(/C=C/C(=O)N2CCN(c3ccccn3)CC2)cc1	-9%	-16	0%	-25%	?	8%	8
CC(C)CCN1CCN(Cc2cccc3nonc23)CC1CCO (centres undefined)	3%	-4	-6%	?	7%	-1%	-3
CCOc1ccc(C(=O)NCC(=O)OCc2c(F)cccc2Cl)cc1OCC	-1%	-15	6%	41%[activator]	3%	-4%	2
COc1ccc(C2N(c3ccccc3)C(=S)N3CCCN23)cc1 (centres undefined)	3%	-6	1%	83%[activator]	-9%	-10%	7
COc1cccc(NC(=O)CNCc2ccccc2)c1	1%	62*	-5%	16%	33%[activator]	-3%	29*
COc1cc(C#Cc2c(-c3cncn3C)n(C)c3ccc(-c4ccc(OC)nc4)cc23)cc(OC)c1	nt	nt	2%	0.093µM*	?	2%	nt
COc1ccc(CCNC(=O)c2cc3ccccc3oc2=O)cc1	8%	34*	4%	0%	13%	14%	29*
COC(=O)CNC(=O)COC(=O)C(Cc1ccccc1)NC(=O)c1ccco1 (centres undefined)	5%	-21	1%	-24%	nt	16%	0
CCOC(=O)CC(=O)CSc1nc2ccccc2c(=O)n1-c1ccc(C(=O)NCCOC)cc1	9%	-12	0%&-1%	?	5.2µM*	39%[activator]	1
N#CC(c1ccccn1)(c1ncc(C(F)(F)F)cc1Cl)N1CCOCC1 (centres undefined)	-3%	2	0%	?	-4%	-2%	1
COc1cc(CNc2ccc(N3CCN(C(C)=O)CC3)cc2)ccc1OCc1ccccc1	2%	52*	-15%	41%[activator]	-22%	?	23*
O=C(c1ccco1)N1CCN(S(=O)(=O)N2CCOCC2)CC1	0%	-13	3%	nt	nt	5%	-6
CSc1cccc(NC(=O)c2ccc(NC3=NC4CS(=O)(=O)CC4S3)cc2)c1 (centres undefined)	7%	-3	0%	7%	37%[activator]	50%[activator]	-3
COc1ccccc1CNC(=O)C(=O)NCC1OCCCN1S(=O)(=O)c1cccs1 (centres undefined)	-4%	12	-3%	-23%	?	11%	-3
CC(=O)N1CCC2(CC1)C(C#N)=C(N)Oc1c2sc2nc(C)cc(C)c12	-3%	18	1%	-6%	20%	-2%	-4
CCn1cc(C(=O)NCc2ccccn2)c(=O)c2cc(S(=O)(=O)N3CCCCC3)ccc21	-5%	15	nt	nt	nt	nt	6
O=C(Nc1ccc(O)cc1)c1ccccc1O	nt	nt	-10%	29%	36%[activator]	nt	nt
O=C1Nc2ccccc2C(O)(C(=O)NCc2ccc3c(c2)OCO3)N1c1ccccc1 (centres undefined)	-9%	-28	1%	22%	-4%	-4%	6
CCCCN(CCCC)C(=O)C1(P(=O)(c2ccccc2)c2ccccc2)CCC1	0%	11	-3%	?	?	-10%	-2
c1ccc(-n2ncc3c2ncn2c(C4CCCCC4)nnc32)cc1	-7%	12	nt	nt	66%[activator]	nt	-1
CN1CCN(S(=O)(=O)c2ccc(Oc3ccc(F)c(Cl)c3)nc2)CC1	0%	8	-2%	30%	4%	-9%	-7
CC1(C)CC(=O)C(C=NCCCN2CCOCC2)=C(O)C1	0%	6	1%	?	?	15%	0

Two of the compounds above, as labelled records.
COc1cccc(NC(=O)Cn2c(=O)n(-c3ccccc3)c(=O)c3oc4ccccc4c32)c1
  LmPK inhibitor: 2%
  Shiga toxin inh: -8
  Tb PYK inh: 4%
  Pf growth 96h: -57%
  Pf growth 48h: -3%
  AMA1 RON2 block: 0%
  Cycloheximide cs: 8
CCCCN(C(=O)c1oc2ccc(OCC)cc2c1C)c1c(N)n(CC(C)C)c(=O)[nH]c1=O
  LmPK inhibitor: nt
  Shiga toxin inh: nt
  Tb PYK inh: -6%
  Pf growth 96h: ?
  Pf growth 48h: ?
  AMA1 RON2 block: 17%
  Cycloheximide cs: nt

(next part)
SMILES	LmPK inhibitor	Shiga toxin inh	Tb PYK inh	Pf growth 96h	Pf growth 48h	AMA1 RON2 block	Cycloheximide cs
CCN1CCN(C(c2cc3cc4c(cc3[nH]c2=O)OCO4)c2nnnn2C(C)(C)CC)CC1 (centres undefined)	-3%	20	-7%	nt	?	8%	-1
COc1cccc(/C=c2/s/c(=C(\C#N)C(=O)N3CCOCC3)n(-c3ccccc3)c2=O)c1	0%	-11	7%	-2%	?	18%	0
COc1cc(C(=O)NCC(=O)N/N=C(C)\C=C\c2ccccc2)cc(OC)c1OC	10%	-10	-2%	?	-12%	20%	-2
O=C(/C=C/c1ccccc1)N1CCN(CC(O)COc2ccccc2)CC1 (centres undefined)	0%	-7	2%	26%	?	9%	7
O=C(Nc1ccccc1)OCCNC(=O)c1ccccc1	0%	73	3%	?	20%	-2%	8
Cc1ccc2nc(C(C)O)[nH]c2c1 (centres undefined)	-4%	-6	-4%	-3%	9%	3%	2
O=c1[nH]c(=S)[nH]c(O)c1N=Nc1ccc(S(=O)(=O)N2CCc3ccccc32)cc1	7%	17	-6%	?	?	82%[activator]	-3
COc1cc(C(=O)NC2=NCCS2)cc(OC)c1OC	2%	14	2%	-4%	nt	5%	-3
O=C(C[n+]1cc(-c2ccc(F)cc2)n2c1CCC2)c1cccs1	-3%	89*	-7%	?	8.3µM*	1%	18*
Cn1c(NC(=O)c2cccs2)cc(=O)n(C)c1=O	2%	12	0%	-1%	nt	1%	-3
CCCC(C)C(=O)OCC(=O)NCc1ccc(OC)c(OC)c1 (centres undefined)	9%	-5	3%	12%	0%	9%	-1
COc1ccccc1CNc1nc(C)c(C(=O)N(C)C)s1	1%	-6	-15%	-7%	7%	-11%	-4
Cc1cnc(NC(=O)COc2ccccc2)s1	-12%	110*	-2%	235%[activator]	146%[activator]	48%[activator]	59*
CCOC(=O)/C(C#N)=C\C1=C(N2CCCC2)CC(C)(CC)OC1 (centres undefined)	5%	9	6%	?	-19%	-1%	-2
COc1ccc(NC(=O)CCCC2CCCCC2)cc1S(=O)(=O)N1CCCCC1	6%	-12	-10%	-21%	0%	-9%	-5
CC1(C)CC(=O)c2c(O)cc(OCC(=O)N3CCN(c4ccccc4)CC3)cc2O1	-8%	2	7%	?	2%	0%	-4
Cc1ccc(C(=O)NCCc2nnc(SCC(=O)Nc3nc(-c4ccccc4)cs3)n2C)cc1	3%	2	-8%	92%[activator]	101%[activator]	0%	-1
COc1ccc(CC(C#N)(CO)c2nc3ccccc3[nH]2)cc1 (centres undefined)	-4%	13	-9%	2.3µM*	?	-5%[11.6 µM]	8
O=C(CCC(=O)c1ccccc1)NC1CCCN(Cc2ccccc2F)C1 (centres undefined)	-2%	-5	0%	?	-3%	40%[activator]	-2
O=C(NCc1ccccc1)C1CCCN1S(=O)(=O)c1ccc(F)cc1 (centres undefined)	-1%	16	4%	-23%	-24%	19%	-1
COC(=O)C1=C(C)NC(=O)NC1c1cc(Cl)ccc1OC (centres undefined)	-1%	3	1%	?	14%	0%	-1
CCOC(=O)c1c(NC(=O)Cc2cccs2)sc(C)c1C	-4%	36	-10%	nt	-2%	2%	17
CCN1CCN(Cc2ccc(NC(=O)c3ccc(C)c(NC(=O)C[C@@H]4NC(=O)[C@H](Cc5ccccc5)NC4=O)c3)cc2C(F)(F)F)CC1	1%	23	1%&0%	?	?	73%&32%[activator]	-6
CO/C([O-])=N/c1c[n+](-c2ccc(C)cc2)no1	0%	43*	3%	-29%	69%[activator]	-7%	22*
CCCOc1ccc(Oc2nc(-c3ccncc3)nc3ccccc23)cc1	4%	-4	-1%	1µM*	1.3µM*	23%	1
Cc1cccc(NC(=O)CN(C)S(=O)(=O)c2cccs2)c1	-6%	101*	-4%	nt	39%[activator]	-3%	15*
CCCC(=O)N1CC(=O)Nc2ccc(C)cc2C1c1ccc(F)cc1 (centres undefined)	-1%	-2	2%	?	?	4%	1
COc1cccc(OCC(O)CN2CCN(CCO)CC2)c1 (centres undefined)	1%	-2	-2%	11%	11%	-1%	-5
O=C(Nc1cccc(F)c1)Nc1c[nH]c(=O)[nH]c1=O	2%	-3	-8%	0%	11%	-4%	-8
COc1ccc(CN2CCNC(=O)C2CC(=O)NCCSc2nccn2C)c(OC)c1 (centres undefined)	0%	-10	10%	13%	10%	63%[activator]	10

Retrieved one by one from the list above, 7 records:
SMILES	LmPK inhibitor	Shiga toxin inh	Tb PYK inh	Pf growth 96h	Pf growth 48h	AMA1 RON2 block	Cycloheximide cs
Cc1cccc(NC(=O)CN(C)S(=O)(=O)c2cccs2)c1	-6%	101*	-4%	nt	39%[activator]	-3%	15*
CO/C([O-])=N/c1c[n+](-c2ccc(C)cc2)no1	0%	43*	3%	-29%	69%[activator]	-7%	22*
CCN1CCN(Cc2ccc(NC(=O)c3ccc(C)c(NC(=O)C[C@@H]4NC(=O)[C@H](Cc5ccccc5)NC4=O)c3)cc2C(F)(F)F)CC1	1%	23	1%&0%	?	?	73%&32%[activator]	-6
O=C(Nc1cccc(F)c1)Nc1c[nH]c(=O)[nH]c1=O	2%	-3	-8%	0%	11%	-4%	-8
COc1ccc(CN2CCNC(=O)C2CC(=O)NCCSc2nccn2C)c(OC)c1 (centres undefined)	0%	-10	10%	13%	10%	63%[activator]	10
COc1cc(C(=O)NCC(=O)N/N=C(C)\C=C\c2ccccc2)cc(OC)c1OC	10%	-10	-2%	?	-12%	20%	-2
CSc1cccc(NC(=O)c2ccc(NC3=NC4CS(=O)(=O)CC4S3)cc2)c1 (centres undefined)	7%	-3	0%	7%	37%[activator]	50%[activator]	-3
